# Bioassay records: PubChem, National Center for Advancing Translational Sciences (NCATS)
# IkB sig inh = IkB pathway inhibition in ABC-DLBCL cells | ABC-DLBCL IkBa-CBG/CBR dual luciferase ratio, 4 h; response scale: scaled: untreated 0%, proteasome inhibitor 100% | Potency, µM (top dose mostly 57.1 µM), for inactives: top-dose IkBa stabilization activation | 0.04% of 110,000 active | AID 445; active = well fitted curve in the direction sought with a large enough effect in the signal ratio, not every such curve was filed as active; inconclusive = small, poorly fitted or top-dose-only effect, or a change in a side signal; the % refers to the signal ratio;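 note: the direction sought is a rising ratio; 0% = basal untreated cells and 100% = reference inhibitor full response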
#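 Luminescence ratio of IκBα-fused green versus native red beetle luciferase in OCI-Ly3 cells, 4 h post-doxycycline with compound; red signal alone, scaled from basal (0%) to zero light (-100%), flagged nonspecific or cytotoxic effects.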
# Peg3 imprint = induces erasure of genomic imprints in mouse ES cells | 0.02% of 110,000 active | mouse ES Peg3-LacZ reporter, beta-gal luminescence, 40 h | Potency, µM (titrated, usually from 60.7 µM), for the others: at the top dose activity change, positive = activation, actives largely listed as activators;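 note: 0% = negative control wells on the plate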
#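 Imprint erasure is scored as LacZ activity from the silenced maternal Peg3 allele in feeder-free female ES cells cultured 40 h with LIF. Luminescence is normalized to in-plate negative controls and fitted to the Hill equation.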
# p53ts 39C kill = cytotoxicity in p53ts cells at nonpermissive temperature; H1299-p53A138V viability at 39C, ATP luminescence, 24 h; Potency, µM (titrated, usually from 46.1 µM), for the others: at the top dose activity change, negative = cell killing, most hits filed as cytotoxic; 1.5% of 130,000 active; AID 902; note: nearly all actives have a fitted effect of over 55% in size
# p53ts 32C kill = kills p53ts cells at the permissive temperature; 0.93% of 130,000 active; Potency, µM (highest dose often 46.1 µM), without a hit: at the top dose activity change, negative = cytotoxicity, hits mostly cytotoxic; AID 924; H1299-p53A138V at 32C, ATP luminescence viability, 24 h;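 note: 0% = DMSO and -100% = full killing by reference compound; nearly all actives have a fitted effect of over 55% in size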
#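 ATP-content luminescence (ATPlite) read-out after 24 h compound exposure at 32C in H1299-p53A138V cells (600/well). Tested up to 46 uM. Normalized to DMSO (0%) and 100 uM tamoxifen (100% killing); Hill-fit AC50.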
# Starred values were filed as active, the others as inactive; ? = inconclusive; / = no result given; [ ] = remark or other dose. Unless noted, calls come from the whole dose curve; as a rule, active = well fitted curve in the direction sought with a large enough effect; inconclusive = small, poorly fitted or top-dose-only effect, or another doubt; inactive = no such curve, though single readings can be large; an effect the other way counts as inactive or inconclusive. Unless noted, % is set by controls: 0 for no effect and ±100 for the full control effect; potency is the fitted concentration of half-maximal effect.
# Sample of the layout:
SMILES,IkB sig inh,Peg3 imprint,p53ts 39C kill,p53ts 32C kill
CCOC(=O)C1CCCN(S(=O)(=O)c2cc(-c3onc(C)c3C)ccc2OC)C1 (stereo unspecified),?,7%[10.9 µM],-18%,0%
Cc1c(N=C/C=C2\N(C)c3ccccc3C2(C)C)c(=O)n(-c2ccccc2)n1C,1.0%,-8%,3%,-8%
O=C(C1CSC2(c3ccc(F)cc3)CCC(=O)N12)N1CCCCCC1 (stereo unspecified),0.2%,-2%,-13%,-6%
CN(C)c1ccc(CNC(=O)CCCN2C(=O)CCn3nc(-c4cccn4C)cc32)cc1,?,-6%[10.9 µM],19%,4%

# Results, repeating the preview:
SMILES,IkB sig inh,Peg3 imprint,p53ts 39C kill,p53ts 32C kill
CCOC(=O)C1CCCN(S(=O)(=O)c2cc(-c3onc(C)c3C)ccc2OC)C1 (stereo unspecified),?,7%[10.9 µM],-18%,0%
Cc1c(N=C/C=C2\N(C)c3ccccc3C2(C)C)c(=O)n(-c2ccccc2)n1C,1.0%,-8%,3%,-8%
O=C(C1CSC2(c3ccc(F)cc3)CCC(=O)N12)N1CCCCCC1 (stereo unspecified),0.2%,-2%,-13%,-6%
CN(C)c1ccc(CNC(=O)CCCN2C(=O)CCn3nc(-c4cccn4C)cc32)cc1,?,-6%[10.9 µM],19%,4%
COCCNC(=O)C1CCN(S(=O)(=O)c2ccccc2)CC1,/,/,-2%,3%
CCC1CCCCN1C(=O)c1ccc2c(c1)N(Cc1cccc(Cl)c1)C(=O)c1ccccc1S2(=O)=O (stereo unspecified),?,-16%[10.9 µM],19%,31%[activator]
CCOC(=O)c1cc(-c2ccccc2)sc1NC(=O)C(C)Sc1nnnn1C (stereo unspecified),1.0%,-13%,-18%,1%
COc1ccc(-c2noc(CSc3nnc(-c4ccncc4)n3-c3cccc(C)c3)n2)cc1OC,?,-8%[10.9 µM],-19%,-5%
Cc1ccc2ncc(S(=O)(=O)c3ccccc3)c(N3CCCCC3C)c2c1 (stereo unspecified),?,-7%[10.9 µM],?,22%
Cc1ccc(CNC(=O)c2sc3ncnc(N(C)C4CCCCC4)c3c2C)cc1,?,-7%[10.9 µM],-10%,13%
N#CC1=C(SCc2ccccc2)NC(=O)C(C#N)C12CCCC2 (stereo unspecified),?,-6%,2%,-8%
CCN(C(=O)CSc1ncn[nH]1)c1cccc2ccccc12,0.2%,-11%,15%,10%
O=c1c(-c2cccs2)nc2cnc(Nc3ccccc3)nc2n1C[C@H]1CCCO1,-11%[11.4 µM],?,-5%,-1%
CC(C)Oc1cccc(C(=O)Nc2ccc(-c3nc4cc(Cl)cc(Cl)c4o3)cc2)c1,?,-7%[10.9 µM],21%,-3%
Cc1nc2ccccc2n2c(-c3ccccc3)c3c(=O)n(C)c(=O)n(C)c3c12,?,-13%[10.9 µM],16%,-12%
Cc1ccc(OCC(=O)NCC(=O)OCc2cc(=O)n3nc(C)sc3n2)cc1,1.5%,-15%[10.9 µM],-4%,2%
Cc1ccc(NC(=O)C2CCN(S(=O)(=O)c3c(C)noc3/C=C/c3cccs3)CC2)cc1F,-1.8%,-13%[10.9 µM],30%,14%
O=C(NCCc1ccccc1)c1cnc2sc(N3CCCCC3)nn2c1=O,-2.1%,-9%[10.9 µM],-9%,-8%
O=C(Cc1ccc(F)cc1)N(c1ccc(F)cc1)C1C=CS(=O)(=O)C1 (stereo unspecified),1.9%,1%,-7%,-4%
Cc1ccc(C)c(C(=O)c2c(C)nc3sccn23)c1,-0.9%,-7%,-2%,3%

# Single records (already shown).
# `Cc1c(N=C/C=C2\N(C)c3ccccc3C2(C)C)c(=O)n(-c2ccccc2)n1C` is listed with IkB sig inh: 1.0%; Peg3 imprint: -8%; p53ts 39C kill: 3%; p53ts 32C kill: -8%
# `COCCNC(=O)C1CCN(S(=O)(=O)c2ccccc2)CC1` is listed with IkB sig inh: /; Peg3 imprint: /; p53ts 39C kill: -2%; p53ts 32C kill: 3%

# More structures:
SMILES,IkB sig inh,Peg3 imprint,p53ts 39C kill,p53ts 32C kill
CCOC(=O)c1ccc(NC(=O)Cn2ncc3c(C)n(Cc4ccccc4F)c(C)c3c2=O)cc1,0.2%,-7%[10.9 µM],?,-1%
Cc1ccc2nsnc2c1S(=O)(=O)N(Cc1cc2cccc(C)c2[nH]c1=O)CC1CCCO1 (stereo unspecified),1.5%,-6%,9%,-3%
Cn1nnc(NC(=O)CSc2ncn[nH]2)n1,-0.8%,?,3%,-7%
Cc1ccc2nc(SCC(=O)NCC3CCCO3)c(C#N)cc2c1 (stereo unspecified),0.2%,-8%,-6%,-7%
COc1ccc(S(=O)Cc2ccc(C(=O)N3CCN(c4cccc(C)c4C)CC3)o2)cc1 (stereo unspecified),?,-13%[10.9 µM],-15%,1%
CCOc1ccc(C2CC(=O)c3c([nH]c(C(=O)OC4CCC(C)CC4)c3C)C2)cc1 (stereo unspecified),?,12%[10.9 µM],6%,8%
COC(=O)c1cc(OC)c(OC)cc1NC(=O)CN1CCCCC1,0.3%,-8%,6%,2%
O=S(=O)(Nc1ccc(F)c(C(F)(F)F)c1)c1ccc(N2CCCCS2(=O)=O)cc1,0.1%,11%[10.9 µM],-6%,27%
COc1ccc(Cl)cc1NC(=O)CSc1nncn1-c1cccnc1,0.4%,-16%,-15%,9%
Cc1nnc(N2CCc3ccccc3C2)[nH]c1=O,-1.2%,-15%,6%,7%
CC(=O)c1ccc(NC(=O)CCc2c(C)nc3cc(-c4ccc(Cl)cc4)nn3c2C)cc1,?,-9%[10.9 µM],-3%,-7%
CCN(CC)CCCNC(=O)CN1C(=O)COc2ccc(S(=O)(=O)N3CCC(C)CC3)cc21,-0.1%,-4%[10.9 µM],-6%,-2%
O=C(c1ccco1)N1CCN(S(=O)(=O)c2cccc(C(F)(F)F)c2)CC1,0.5%,-4%,3%,3%
NNC(=O)[C@@H](O)[C@H](O)[C@H](O)CO,0.8%[11.4 µM],-9%[10.9 µM],2%[9.22 µM],1%[9.22 µM]
CN(C)S(=O)(=O)c1cc(C(=O)NCCCn2ccc3ccccc32)ccc1Cl,1.4%,-10%,-26%,-1%
Cc1cccc(N2CCN(S(=O)(=O)c3ccc4[nH]c5c(c4c3)CCCCC5)CC2)c1C,?,-10%[10.9 µM],8%,3%
Cc1ccc(CCNC(=O)Cn2nc(-c3ccc(C)cc3)ccc2=O)cc1,0.2%,-2%[10.9 µM],-12%,2%
CCC(C)n1[nH]c(=O)cc1N (stereo unspecified),2.7%,-14%,1%,-2%
c1cnc(N2CCN(c3ncc4c(n3)CCNC4)CC2)nc1,0.8%,15%[10.9 µM],-6%,2%
COc1ccc(C(=O)Nc2nc(-c3ccc(Br)cc3)ns2)cc1,-0.2%,-9%[10.9 µM],-8%,-13%
Cc1cccc(NC(=O)CSc2nnc(C)c(=O)[nH]2)c1,0.5%,-6%[10.9 µM],1%,5%
C#CCn1c(=NC(=O)CSCC(=O)N2CCOCC2)sc2ccccc21,-2.0%,-9%,6%,3%
CO[C@H]1[C@H](O[C@H]2O[C@@H](C)[C@@H](O[C@@H]3C[C@](C)(O)[C@H](OC(=O)CC(C)C)[C@H](C)O3)[C@@H](N(C)C)[C@@H]2O)[C@@H](CC=O)C[C@@H](C)[C@@H](O)/C=C\C=C/C[C@@H](C)OC(=O)C[C@H]1OC(C)=O,1.1%[25.6 µM],-18%[16.8 µM],11%[20.6 µM],1%[20.6 µM]
CCOC(=O)C1=C(C)NC2=C(C(=O)CCC2)C1c1cc(OC)ccc1OC (stereo unspecified),1.5%,-7%,5%,1%
Cc1c(C(=O)N(Cc2ccc(Cl)cc2)CC2CCCO2)oc2ccc(F)cc12 (stereo unspecified),?,-11%[10.9 µM],-20%,-5%
CCNC(=O)CN(c1ccc(CC)cc1)S(C)(=O)=O,-0.4%,1%,-1%,-2%
Cc1ccc(S(=O)(=O)Cn2nnnc2C(CC(C)C)N2CCN(C(=O)c3ccco3)CC2)cc1 (stereo unspecified),-1.0%,-9%,-12%,-2%
CCC(CC)=N/N=C/c1c(O)n(CC)c2cc(C3=NNC(=O)CC3)ccc12,/,/,17%,6%
Cc1nc(NC(=O)c2ccco2)sc1C(=O)Nc1ccc(Br)cc1,?,/,-3%,-3%
Cc1ccc(C)c(NC(=O)CSc2nc(C)cc(C)c2C#N)c1,/,/,24%,5%
CC1=CCC(C(C)(C)NC(=O)c2ccccc2)C/C1=N\O (stereo unspecified),0.9%,1%,13%,-2%
O=S(=O)(NCCNS(=O)(=O)c1ccccc1)c1ccccc1,-0.5%,-3%,10%,-21%
Cc1ccc(NC(=O)N2CCC(C(=O)NCC(C)C)CC2)cc1,1.5%,-7%,1%,1%
CCOC(=O)c1c(C)c(C(=O)NCCc2ccc(S(N)(=O)=O)cc2)c(C)n1CC,-1.3%,-12%,14%,-8%
CCN(CC)CCNC(=O)CCCCn1c(=S)[nH]c2c([nH]c3ccc(OC)cc32)c1=O,?,-14%,-2%,-1%
CCS(=O)(=O)N1CCC(C(=O)NCc2cccs2)CC1,1.1%,-8%,4%,-19%
CCCn1c(C)cc(C(=O)CN2C(=O)c3ccccc3C2=O)c1C,-0.3%,-4%,-24%,-20%
O=C(CSCc1cccc(F)c1)NCc1ccccc1,-2.0%,12%[10.9 µM],-22%,9%
CCOC(=O)c1c(S(=O)(=O)N2CCCC(C(=O)N3CCN(c4ccc(F)cc4)CC3)C2)c(C)n(C)c1C (stereo unspecified),-2.2%,-6%[10.9 µM],-7%,-9%
CCN(C(=O)c1sc2nc3n(c(=O)c2c1C)CCCC3)c1ccccc1F,-0.9%,-11%[10.9 µM],-8%,7%
Cc1c(NS(=O)(=O)N2CCCC2)c(=O)n(-c2ccccc2)n1C,5.7%,6%,5%,-2%
Cc1ccc(Cn2ccc(NC(=O)c3cc(-c4ccc5c(c4)OCO5)on3)n2)cc1,1.7%,-9%,-2%,-6%
COC(=O)c1cccc(S(=O)(=O)N2CCC(c3nc4ccccc4o3)CC2)c1,/,/,-14%,7%

# Some values from the results shown.
# Peg3 imprint result of CCOC(=O)c1c(S(=O)(=O)N2CCCC(C(=O)N3CCN(c4ccc(F)cc4)CC3)C2)c(C)n(C)c1C (stereo unspecified) is entered as -6%[10.9 µM]
# IkB sig inh result of CCOC(=O)c1c(C)c(C(=O)NCCc2ccc(S(N)(=O)=O)cc2)c(C)n1CC is entered as -1.3%
# p53ts 32C kill result of Cc1nc(NC(=O)c2ccco2)sc1C(=O)Nc1ccc(Br)cc1 is entered as -3%

# An excerpt from above, reduced to Peg3 imprint, p53ts 32C kill and p53ts 39C kill.
structure | Peg3 imprint | p53ts 32C kill | p53ts 39C kill
CCN(C(=O)CSc1ncn[nH]1)c1cccc2ccccc12 | -11% | 10% | 15%
CCS(=O)(=O)N1CCC(C(=O)NCc2cccs2)CC1 | -8% | -19% | 4%
